miR122 inh: inhibitors of miR-122 in Huh7 cells. Huh7 miR-122 Renilla luciferase sensor, 48 h; neutral wells = 0, positive control = 100. activation (reporter increase), % at 12.5 µM. 340,000 compounds, 0.3% hits. AID 602342;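 active means mean replicate activation score at least 90 and every replicate individually at or above 90; inconclusive means only one of the two criteria met; inactive means neither criterion met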;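 further: higher luciferase means less miR-122 activity so hits act as miR-122 inhibitors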
Active calls of the source: *; ? = inconclusive; & = joins results of further samples. Some of the compounds tested (hit frequency here may not be typical).

SMILES	miR122 inh
COC(=O)c1cc(CSc2nnc(-c3ccccc3)c(-c3ccccc3)n2)oc1C	-4
Cc1cc(=O)oc(C)c1C(=O)N1CCN(Cc2ccc3c(c2)OCO3)CC1	-4
O=C(CSc1nnc(-c2cccs2)o1)NCC1CN(Cc2ccccc2)CCO1 (configuration not stated)	4
CCS(=O)(=O)N1CCN(Cc2ccncc2)CC1	-2
Cc1ccccc1OCC(=O)N/N=C/c1ccco1	-2
Cc1cc2cc(CN(Cc3cccs3)C(=S)NCc3ccco3)c(=O)[nH]c2cc1C	2
COc1ccc(OC)c(NC(=S)NN2CCOCC2)c1	2
N#CC1=C(SCC(=O)c2cc3ccccc3oc2=O)NC(=O)C(C#N)C12CCCC2 (configuration not stated)	-7
COc1cccc(C(=O)Nc2ncc3c(n2)CC(C)CC3=O)c1 (configuration not stated)	-3
CCN1C(=O)c2cccc3c(S(=O)(=O)NCc4ccccn4)ccc1c23	21

3 entries out of the list, sorted by length of the SMILES, rising:
SMILES	miR122 inh
Cc1ccccc1OCC(=O)N/N=C/c1ccco1	-2
CCS(=O)(=O)N1CCN(Cc2ccncc2)CC1	-2
Cc1cc(=O)oc(C)c1C(=O)N1CCN(Cc2ccc3c(c2)OCO3)CC1	-4

(more compounds)
SMILES	miR122 inh
CN(CC(=O)NC(c1ccccc1)c1ccccc1)Cc1nc2ccccc2c(=O)[nH]1	1
Cn1c2c(c(=O)n(C)c1=O)C1c3cc(Cl)ccc3OCC1CO2 (configuration not stated)	1
CCC1CCCCN1C(=O)COC(=O)c1ccc(S(=O)(=O)N2CCOCC2)cc1 (configuration not stated)	2
CCCCSc1nc(C)[nH]c1[N+](=O)[O-]	7
OCc1ccccc1NC(=S)Nc1cccnc1	7
Cc1c(C(=O)OC(C)C(C)C[N+](C)(C)C)oc2ccccc12 (configuration not stated)	6
Cc1ccc(-c2nc3ccccc3s2)cc1NC(=S)NC(=O)/C=C/c1ccco1	-4
CCOc1ccc(C2=Nn3c(nnc3-c3ccc(OC)cc3)SC2)cc1	9
CCOC(=O)C(C)(C)N(Cc1cccc(C)c1)S(=O)(=O)c1cccc([N+](=O)[O-])c1	6
CC(CCO)Nc1nc2c(c(=O)n(C)c(=O)n2C)n1Cc1cccc(Br)c1 (configuration not stated)	0
COC(=O)c1ccc(CSc2nc(N3CCOCC3)c3c(c2C#N)CC(C)(C)OC3)o1	-13
O=C(Nc1c(F)cccc1F)c1cnc(N2CCN(c3ccccn3)CC2)c2ccccc12	-9
CCC(Sc1ccc(C(=O)O)cc1)C(=O)O (configuration not stated)	-6
COc1ccccc1OCCOc1ccc(/C=C2/C(=N)N3OC(C)=CC3=NC2=O)cc1OC	-4
COc1ccc(CCNC(=O)CCCCCN2C(=O)c3ccccc3C2=O)cc1	-4
CN(CCc1ccccn1)C(=O)CCNC(=O)Cn1cnc2ccccc2c1=O	20
COC(=O)/C(C#N)=C/c1occc1C	-3
CC(C)n1nnnc1SCC(=O)NCc1cccs1	0
CC(C)(C)c1nc(SCC(=O)NCc2ccco2)c2ccccc2n1	-1
COc1cccc(C2(c3cccc(OC)c3)CC2C(=O)Nc2cccc3ccccc23)c1 (configuration not stated)	-1
O=C(O)C1C(c2ccccc2)C(C(=O)Oc2ccccc2)C1c1ccccc1 (configuration not stated)	3
CC(=O)Nc1nc2n(n1)C(c1ccc(Cl)cc1)C=C(C)N2 (configuration not stated)	0
COC(=O)CC(NC(=O)c1ccco1)c1ccc(C(C)C)cc1 (configuration not stated)	-1
COc1ccc(CCC(C)Nc2cccc(C)c2)cc1 (configuration not stated)	-5
O=P(/C(=N/O)Sc1ccccc1)(N1CCOCC1)N1CCOCC1	-16
Cc1ccccc1C(=O)NC(=S)Nc1sc2c(c1C#N)CCC(C)C2 (configuration not stated)	4
Cc1ccc(C(=O)NC(NC(=S)Nc2ccc(S(N)(=O)=O)cc2)C(Cl)(Cl)Cl)cc1 (configuration not stated)	6
COc1cccc(NC(=O)Cn2c(=O)n(CC3CCCO3)c(=O)c3ccccc32)c1 (configuration not stated)	-6
Cc1nc2cc(C(=O)O)ccc2n1-c1ccc(F)cc1F	-1
O=C(Nc1nc2c(s1)CCCC2=O)c1cnccn1	4
O=C(NCc1cccnc1)c1cccc2c1C(=O)N(C1CCCCC1)C2	3
CC1(C)CC(NC(=O)C23CCC(C)(/C(=N/O)C2)C3(C)C)CC(C)(C)N1 (configuration not stated)	13
O=C(O)C1C(c2ccccc2)C(C(=O)N2CCOCC2)C1c1ccccc1 (configuration not stated)	-1
CCCCCOC(=O)C1=C(C)NC(=O)NC1c1ccccc1OCC (configuration not stated)	-24
O=C(CSc1nc2ccccc2[nH]1)Nc1c(F)cccc1F	7
Cc1ccc(C(=O)N/C(=C\c2ccccc2)C(=O)NCC2CCCO2)cc1 (configuration not stated)	2
O=C(CN1CCOCC1)NC1CC2CCC1C2 (configuration not stated)	-1
Cc1nc(Nc2ccc(F)cc2)[nH]c(=O)c1CCC(C)C	-4
COc1ccc(OC)c(Nc2cc(C(=O)NCCCN3CCOCC3)c3ccccc3n2)c1	-3
CCCn1nnnc1NCc1ccc(N2CCCC2)cc1	-8
COC(=O)C(C(=O)OC)C(C[N+](=O)[O-])c1ccc(OC)c(OC)c1 (configuration not stated)	-4
CCC1CCCN1Cn1cnc2c([nH]c3ccccc32)c1=O (configuration not stated)	8
Nc1c(C(=O)NCCN2CCOCC2)c2nc3ccccc3nc2n1-c1cccc(F)c1	-20
Cc1ccc(CNCC(O)(c2ccccc2)c2ccc(F)cc2)cc1 (configuration not stated)	5
CN1CCN(c2nc3c(c(=O)[nH]c(=O)n3C)n2Cc2ccccc2F)CC1	1
CCN(CC)c1ccc(SS(=O)(=O)O)cc1	-1&-7
COc1ccc(CN(C)CC(=O)Nc2cc3oc4ccccc4c3cc2OC)c(OC)c1	17
O=P(O)(c1ccc(Cl)cc1)c1ccc(Cl)cc1	-4
Cc1nc2cc(NC(=O)N3CCCCC3)ccc2n1C	4
Cc1c(NC(=O)CSc2nc3ccccc3n2C)c(=O)n(-c2ccccc2)n1C	-3

(next part)
SMILES	miR122 inh
O=C(CSc1ccc2nnc(-c3cccc(F)c3)n2n1)NCC1CCCO1 (configuration not stated)	2
CCOC(=O)COc1ccc2c(c1)c(C(=O)OCC)c(C)n2CC	-8
Cc1ccc(C(=O)OCC(=O)Nc2ncc(C(F)(F)F)cc2Cl)cc1NC(=O)c1ccco1	-9
Nc1nc(NC(=O)/C=C/c2ccccc2)nn1-c1ccccc1	0
CCOc1ccc(C2OC34CCCCC3C(C#N)(C#N)C2(C#N)C(=N)O4)cc1OC (configuration not stated)	-4
c1ccc(Cn2ncc3c(N4CCCCC4)ncnc32)cc1	0
CCN(CC)S(=O)(=O)c1cc(NC(=O)C(=O)c2c(-c3ccccc3)cc3ccccn23)ccc1C	21
N/C(COc1ccc(Cl)cc1)=N\NS(=O)(=O)c1ccccc1	6
O=Cc1ccc(OCc2ccccn2)cc1	-5
COc1ccc(-c2cc(C(F)(F)F)nc(SCC(N)=O)n2)cc1	3
CCc1cc(C(=O)OC)c(NC(=O)CCCC(=O)O)s1	0
CC(C)NC(=S)NN(c1ccccc1)c1ccccc1	8
CCCCc1n[nH]c2c1C(=O)CC(C)(C)C2	4
CC(C)CCOc1ccc(-c2c(=O)n(OCc3ccc([N+](=O)[O-])cc3)c3ccccc3[n+]2[O-])cc1	-8
Cc1ccccc1CS(=O)(=O)CC1(O)CCN(C(=O)c2cccc(C(F)(F)F)c2)CC1	-16
Nc1nc(-c2ccccc2)cn1N	7
CC(=O)N1C(c2ccccc2)CC(=O)OC1c1ccc2c(c1)OCO2 (configuration not stated)	-1
O=c1c2ccccc2c(C=Nc2cccc(O)c2)c(O)n1-c1ccc2c(c1)OCO2	2
NC(=O)CSc1nnc(-c2cc(-c3cccs3)nc3ccccc23)o1	-3
CCOC(=O)N1CCN(S(=O)(=O)c2ccc(OC)c(Cl)c2)CC1	9
COC(=O)c1c(C)[nH]c(C(=O)COC(=O)Cc2ccc3c(c2)OCCO3)c1C	2
C=CCNC(=S)NNC(=O)c1cccn(Cc2ccc(Cl)c(Cl)c2)c1=O	-71
Cc1sc2ncnc(Oc3ccc(-n4ccnc4)cc3)c2c1C	-7
COc1ccc(CCNC(=O)CSc2nncn2N)cc1OC	-9
CNC(=S)N1N=C(c2ccc(C)cc2)CC1c1ccc(Br)cc1 (configuration not stated)	19
COCCCn1c(SCC(=O)N2CC(=O)Nc3ccccc32)nnc1-c1ccoc1C	-6
COc1cc(C(=O)N/N=C/c2ccsc2C)cc(OC)c1OC	42
C/C(=N\OC(=O)c1ccc(C)cc1)c1sc(C)nc1C	-2
CC(=O)/C(=N/Nc1ccccc1C)N1CCOCC1	0
CC(=O)Cn1c(N2CCC(Cc3ccccc3)CC2)nc2c1c(=O)[nH]c(=O)n2C	-2
Cn1c(=O)c2c(nc(SCC(=O)NCc3ccc4c(c3)OCO4)n2Cc2ccccc2)n(C)c1=O	2
Cn1c(SCC(=O)N2CCCc3ccccc32)nc2ccccc2c1=O	2
O=C(N/N=C/c1c[nH]c2ccccc12)c1ccn(Cc2ccc(Cl)cc2)n1	-6
N/C(CCN1CCCCC1)=N/O	-6
Cc1[nH]c2ccccc2c1C(=O)CN1CCC(C(N)=O)(N2CCCCC2)CC1	-1
CC1=C(C(=O)N2CCOCC2)C(c2ccccc2F)C2=C(CC(C)(C)CC2=O)N1 (configuration not stated)	-3
CCOC(=O)c1sc(N)nc1C(C)(C)C	1
CCCNC(=O)c1cn(CC)c2cc(N3CCN(C)CC3)c(F)cc2c1=O	2
COc1ccc(Cc2nnc(SCC(=O)N3CCN(c4ccccc4)CC3)o2)cc1	1
COc1ccc(OC(C)C(=O)N2CCN(c3ccccn3)CC2)cc1 (configuration not stated)	3
Nc1c(C(=O)NCc2ccco2)nnn1Cc1ccccc1	8
O=[N+]([O-])c1cccc(/C=N/Nc2nnc(-c3ccccc3)c(-c3ccccc3)n2)c1	-14
CCOc1ccc(Cl)cc1S(=O)(=O)N1CCN(c2ccc(F)cc2)CC1	5
CN1CCN(c2ccccc2NC(=O)c2ccc(-c3ccc(Br)cc3)o2)CC1	2
COCCN(C(=O)Cc1cccs1)c1nnc(-c2cccnc2)s1	-1
CN1CCN(C(=O)c2ccc3c(c2)N(Cc2ccccc2)CCS3)CC1	16
CCC(=O)Oc1oc(-c2ccccc2)nc1C=Nc1ccccc1OC	15
CCN(CC)S(=O)(=O)c1ccc(S(=O)(=O)Nc2ccc3c(c2)oc2ccccc23)cc1	?
Cc1ccccc1CN1CCNC1=O	12
CCc1ccccc1OCCCOc1ccc(OC)cc1	-4

(list continues)
SMILES	miR122 inh
O=C(Nc1cccnc1)c1ccc(Br)s1	-1
Cn1c(CCN2CCCCC2)nc2cc(NC(=O)Nc3ccccc3)ccc21	-6
COCCCNCCCCOc1ccccc1-c1ccccc1	2
CCc1sc2nc(SCC(=O)Nc3cc(C)on3)n(-c3cccc(OC)c3)c(=O)c2c1C	-5
CCC(=O)Oc1ccc(-c2nc(-c3cccnc3)no2)cc1	-1
COc1ccc(OC)c(NC(=O)C2CCCN(S(=O)(=O)c3c(C)noc3C)C2)c1 (configuration not stated)	0
COc1ccc(S(=O)(=O)N2CCCCCC2)cc1NC(=O)c1c2c(nc3ccccc13)CCN(Cc1ccccc1)C2	24
CC(=O)c1cc2c(cc1NC(=O)CN1CCC(Cc3ccccc3)CC1)OCO2	-3
CN(C)/C=C(/C(=O)c1ccccc1Cl)S(=O)(=O)c1ccccc1	3
Cc1onc(-c2ccccc2Cl)c1C(=O)N(Cc1nc(-c2ccccc2)no1)C1CCCCC1	10
COc1ccc(NC(=O)Cn2cccc2)c(OC)c1	19
O=S(=O)(c1ccc2ccccc2c1)N1CCN(C2CCN(Cc3ccccc3)CC2)CC1	-28
COc1ccc(-c2noc(COc3ccc4ccccc4c3Br)n2)cc1OC	0
C=CCC(c1ccccc1F)N(CCN1CCOCC1)C(=O)Nc1cccc(Cl)c1 (configuration not stated)	19
O=C(CSc1nc(-c2ccccc2)cs1)N1CCc2ccccc21	-1
CSc1ccccc1C(=O)Nc1cc(C)cc(C)c1	4
O=C(CSc1nc2ccccc2c(=O)n1Cc1ccc(C(=O)NC2CC2)cc1)NCc1ccco1	-1
Cc1noc(C)c1CSc1nc2ccccc2[nH]1	4
CC1(C)C(O)=C(c2nc3ccccc3[nH]2)C(=N)N1c1ccccc1	-2
CC1CCN(C2CCN(S(=O)(=O)c3ccc(F)cc3)CC2)CC1	-14
O=C(CSc1nnc(Cc2ccccc2)o1)Nc1ccc(Br)cn1	9
Nc1[nH]ncc1N=Nc1ccc(Cl)cc1	-5
Cc1ccccc1C(=O)Nc1ccccc1C(=O)N/N=C\c1ccco1	2

Structural class, those above containing fluorine.
SMILES	miR122 inh
O=C(Nc1c(F)cccc1F)c1cnc(N2CCN(c3ccccn3)CC2)c2ccccc12	-9
Cc1nc2cc(C(=O)O)ccc2n1-c1ccc(F)cc1F	-1
O=C(CSc1nc2ccccc2[nH]1)Nc1c(F)cccc1F	7
Cc1nc(Nc2ccc(F)cc2)[nH]c(=O)c1CCC(C)C	-4
Nc1c(C(=O)NCCN2CCOCC2)c2nc3ccccc3nc2n1-c1cccc(F)c1	-20
Cc1ccc(CNCC(O)(c2ccccc2)c2ccc(F)cc2)cc1 (configuration not stated)	5
CN1CCN(c2nc3c(c(=O)[nH]c(=O)n3C)n2Cc2ccccc2F)CC1	1
O=C(CSc1ccc2nnc(-c3cccc(F)c3)n2n1)NCC1CCCO1 (configuration not stated)	2
Cc1ccc(C(=O)OCC(=O)Nc2ncc(C(F)(F)F)cc2Cl)cc1NC(=O)c1ccco1	-9
COc1ccc(-c2cc(C(F)(F)F)nc(SCC(N)=O)n2)cc1	3
Cc1ccccc1CS(=O)(=O)CC1(O)CCN(C(=O)c2cccc(C(F)(F)F)c2)CC1	-16
CC1=C(C(=O)N2CCOCC2)C(c2ccccc2F)C2=C(CC(C)(C)CC2=O)N1 (configuration not stated)	-3
CCCNC(=O)c1cn(CC)c2cc(N3CCN(C)CC3)c(F)cc2c1=O	2
CCOc1ccc(Cl)cc1S(=O)(=O)N1CCN(c2ccc(F)cc2)CC1	5
C=CCC(c1ccccc1F)N(CCN1CCOCC1)C(=O)Nc1cccc(Cl)c1 (configuration not stated)	19
CC1CCN(C2CCN(S(=O)(=O)c3ccc(F)cc3)CC2)CC1	-14

Source: PubChem (Broad Institute)
